TRPV1 agonist = human TRPV1 agonism; Q8NER1; TRPV1-expressing cells, Fluo-8 calcium influx, agonist mode; activation, % at 8.33 µM; 320,000 tested, 0.19% active; in the data active means activation above about 80%; inconclusive means between about 30% and that limit; further: 0% is about no effect
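Fluo-8 calcium influx in TRPV1-expressing cells, kinetic read (ex 480/em 520 nm). Compound added and read 3 min for agonist activity, followed by capsaicin at EC20 final and 2 min further read for enhancement.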
B2AR arrestin = agonists driving beta-arrestin recruitment to human beta2-adrenergic receptor | 330,000 tested, 0.02% active | P07550 | AID 492947 | beta-arrestin recruitment to beta2AR, cell-based reporter | Potency, µM (doses to about 46.1 µM), for inactives: at the highest dose activation, actives largely listed as activators;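 further: potency means the concentration at half of the fitted maximal effect; 0% = DMSO controls and full agonism = EC100 isoproterenol or metaproterenol; nearly all actives have a fitted effect of over 65% in size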
CXXC DNA block = MLL CXXC-DNA interaction inhibition. MLL-CXXC / FITC-HOXA9 DNA fluorescence polarization. Potency, µM (titrated, usually from 115 µM), without a hit: at the highest dose activity change, negative = inhibition, actives largely listed as inhibitors. 290,000 tested, 0.037% active; active means well fitted inhibition curve with a large enough effect in the polarisation, with a control signal flat, not every such curve was filed as active; inconclusive means small, poorly fitted or top-dose-only effect, or effect the other way, or a change in a side signal; inactive means no such curve, though single readings can be large or run the other way; the % refers to the polarisation; further: potency means the concentration at half of the fitted maximal effect
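Steps: dispense CXXC domain solution (7 uM) → pin compounds or unlabeled HOX-A9 DNA control → 5 min ambient → add FLSN-HOX-A9 solution (50 nM) → spin → 30 min ambient → fluorescence polarization. Tris pH 7.5/NaCl/DTT/BSA buffer.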
A-T KAP1 phos = candidate therapy for ataxia-telangiectasia; […] A-T fibroblasts, KAP-1 phosphorylation AlphaLISA; neocarzinostatin DNA damage 30 min before lysis; Potency, µM (series often up to 57.5 µM), for inactives: at the highest dose activation, usual class: activators; 320,000 tested, 0.19% active; AID 485349; further: potency means the concentration at half of the fitted maximal effect; % of control where 0% means no effect; nearly all actives have a fitted effect of over 45% in size
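hTERT-immortalized A-T patient fibroblasts ([…]), 500 cells/well in OPTI-MEM, 1% FBS, got compounds for 60 min, then NCS for 30 min at 37C. Lysates were then assayed for phospho-KAP-1 by AlphaLISA (anti-pKAP1 donor, anti-KAP1 acceptor beads), 6 hr at 25C.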
TSG101-PTAP inh = blocks PTAP/TSG101 interaction to inhibit HIV-1 budding. Potency, µM (highest dose often 115 µM), for the others: at the top dose activity change, negative = inhibition, usual class: inhibitors. 340,000 tested, under 10 active. AID 493005. Q99816. Fluorescence polarization, FITC-PTAP peptide / Tsg101 binding; active means well fitted inhibition curve with a large enough effect in the main read-out, with a control signal flat, not every such curve was filed as active; inconclusive means small, poorly fitted or top-dose-only effect, or effect the other way, or a change in a side signal; inactive means no such curve, though single readings can be large or run the other way; further: potency means the concentration at half of the fitted maximal effect; % of control where 0% means no effect
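Steps: Tsg101 binding domain dispensed (10 uM final), compounds pinned in DMSO, FITC-labeled PTAP-motif peptide added (50 nM final); after 20 min binding at room temperature, polarization measured.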
TCR act = activators of T cell receptors; Potency, µM (highest dose often 9.22 µM), inactives show at the top dose activation of IL-2 secretion, usual class: activators; 330,000 tested, under 10 active; primary human leukocytes, anti-CD3, IL-2 HTRF, 48 h; further: % of control where 0% means no effect
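Activity was scored as IL-2 release from primary human leukocytes given only a TCR signal (a-CD3 beads) plus compound for 48 hr. Detection used a two-antibody HTRF format read at 665nm.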
BRCA1 expr up = activators of BRCA1 expression. 380,000 tested, 1.1% active. MCF7-BRCA1-FFLuc reporter, luminescence, 48 h; response scale: scaled: vehicle 0%, 10 µM genistein 100%. AID 624202. Potency, µM (titrated, usually from 46.1 µM), for inactives: at the top dose activation, usual class: activators; further: potency means the concentration at half of the fitted maximal effect; nearly all actives have a fitted effect of over 80% in size; some results filed as inactive show a strong effect at the top dose
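Activators of BRCA1 expression were detected as increased firefly luciferase luminescence in engineered MCF7 cells after 48 h compound incubation. Signals were scaled to genistein 10 microM as full activation.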
p53 reactivator = re-activators of mutant p53; H1299 p53-A138V BP100-luciferase reporter, luminescence, 24 h; Potency, µM (top dose mostly 92.2 µM), for inactives: at the highest dose activity change, positive = activation, usual class: activators; 320,000 tested, 0.063% active; AID 504706; further: potency means the concentration at half of the fitted maximal effect; % of control where 0% means no effect; nearly all actives have a fitted effect of over 45% in size
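H1299 (p53-null), stable ts p53-A138V + BP100-Luc; 1000 cells/well, Opti-MEM/10% FBS; cpd 4 pt, 1:5; 24 h, 37 deg C, 5% CO2; detection reagent 10 min RT; luminescence.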
a7 integrin act = integrin-mediated muscular dystrophy alleviation activation; AID 624291; 350,000 tested, 0.064% active; alpha7betagal myoblasts, beta-gal FDG fluorescence, 48 h; Potency, µM (top dose mostly 38.3 µM), for inactives: at the highest dose activation, most hits filed as activators;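 further: potency means the concentration at half of the fitted maximal effect; 100% = response of the positive control SU9516; nearly all actives have a fitted effect of over 60% in size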
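Alpha7betagal+/- myoblasts (passage 13) were plated 16-24 hr, then exposed to compounds (1:260 dilution of DMSO stock) for 48 hours at 37C. After MPER lysis, β-galactosidase reporter activity was read as FDG fluorescence (ex 480/em 540) after 30 minutes.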
ELG1 DNA repair = ELG1-dependent DNA repair inhibition; HEK293T ELG1-luciferase reporter, luminescence, 16 h; DNA damage induced by 5-fluorouridine; Potency, µM (highest dose often 46.1 µM), for the others: at the highest dose activity change, negative = inhibition, usual class: inhibitors; 330,000 tested, 2.3% active; further: potency means the concentration at half of the fitted maximal effect; on the % scale 0 is the no-effect control and ±100 the full control effect; nearly all actives have a fitted effect of over 55% in size
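Reporter activity after DNA damage by 5-fluorouridine is monitored. Compound-treated cells incubate 16 hr at 37 °C, then ONE-Glo is added for 30 min before luminescence reading.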
The depositor's hits bear a star; ? = inconclusive; · = not tested or not shown; [ ] = dose if it differs, or a comment. Unless noted, the call rests on the fitted dose curve; in most records, active means well fitted curve in the direction sought with a large enough effect; inconclusive means small, poorly fitted or top-dose-only effect, or another doubt; inactive means no such curve, though single readings can be large; an effect the other way counts as inactive or inconclusive. No enrichment for hits; overall some 3.8% were active at least once.

mol,TRPV1 agonist,B2AR arrestin,CXXC DNA block,A-T KAP1 phos,TSG101-PTAP inh,TCR act,BRCA1 expr up,p53 reactivator,a7 integrin act,ELG1 DNA repair
CCc1noc(C)c1C(=O)OCC(=O)NCc1ccccc1,5,-0.5%,·,1%,-3%,6%,7%,-4%,2%,15%
COCCn1c(C)cc(C(=O)CSc2nncn2-c2ccccc2)c1C,1,-0.2%,0%,0%,-4%,-5%,33%,?,10%,?
CCc1cccc2c(=O)c(C(=O)NCCCOC)c[nH]c12,-2,-1.0%,-6%,5%,-4%,·,-16%,1%,15%,5%
CC(=O)Nc1ccc(S(=O)(=O)NCC2CCC(C(=O)N3CC(C)CC(C)C3)CC2)cc1 (centres undefined),-2,0.5%,10%,-1%,0%,5%,-41%,18%,-10%,?
CCCc1nnc(SCC(=O)O)n1/N=C/c1ccc2c(c1)OCO2,0,?,-17%,1%,-5%,-6%,15%,4%,0%,?
CC1Cc2nc(SCC(=O)Nc3ccc4c(c3)OCCO4)n(C)c(=O)c2S1 (centres undefined),-1,3.6%,5%,3%,-5%,1%,-3%,-24%,-26%,-26%
COc1cc(S(=O)(=O)N2CCN(C(=O)c3ccco3)CC2)c(OC)cc1C,-2,-0.7%,4%,-10%,-8%,2%,9%,·,-20%,2%
CC(C)(C)C(=O)N(CCN(C(=O)C(C)(C)C)c1ccccc1)c1ccccc1,24,0.0%,6%,-2%,-5%,·,-18%,5%,29%[7.66 µM],-3%
CC1CC2(CCCC2)Nc2ccc(F)cc21 (centres undefined),-2,-0.9%,7%,-20%,-6%,6%,-20%,-2%,0%,-2%
O=C(O)CCC(=O)N1N=C(c2c(-c3ccccc3)c3cc(Cl)ccc3[nH]c2=O)CC1c1cccs1 (centres undefined),-3,-0.1%,-4%,5%,-5%,14%[46.1 µM],27%,?,-3%,19%
CCOC(=O)C1=NNC2C(=O)N(Cc3ccccc3)C(=O)C12 (centres undefined),9,-0.7%,-1%,15%,0%,-6%,-7%,1%,39%,5%
Cc1nc2cc(C(=O)OCC(=O)NC3CCS(=O)(=O)C3)ccc2n1-c1ccccc1 (centres undefined),-2,0.0%,10%,4%,-10%,-4%,12%,1%,12%,-2%
NS(=O)(=O)c1ccc(CCNC(=O)CCS(=O)(=O)c2ccc(Br)cc2)cc1,2,-1.0%,-17%,3%,-9%,-2%,-22%,2%,-43%,1%
CCCCn1c(NC(=O)c2ccccc2)c(C#N)c2nc3ccccc3nc21,?,0.2%,?,26%,0%,0%,-88%,18%,-26%,8.2µM*
CC(CCC(C)OC(=O)c1ccccc1C(=O)O)OC(=O)c1ccccc1C(=O)O (centres undefined),9,-0.2%,-5%,14%,-1%,6%,-15%,7%,-13%,5%
CC(=Nc1ccccc1)c1sc2ccccc2c1O,?,0.1%,4%,-1%,-6%,3%,56%,?,24%,?

Random excerpt: two compounds from above.
mol,TRPV1 agonist,B2AR arrestin,CXXC DNA block,A-T KAP1 phos,TSG101-PTAP inh,TCR act,BRCA1 expr up,p53 reactivator,a7 integrin act,ELG1 DNA repair
CCOC(=O)C1=NNC2C(=O)N(Cc3ccccc3)C(=O)C12 (centres undefined),9,-0.7%,-1%,15%,0%,-6%,-7%,1%,39%,5%
CC(CCC(C)OC(=O)c1ccccc1C(=O)O)OC(=O)c1ccccc1C(=O)O (centres undefined),9,-0.2%,-5%,14%,-1%,6%,-15%,7%,-13%,5%

Remaining list, next part
mol,TRPV1 agonist,B2AR arrestin,CXXC DNA block,A-T KAP1 phos,TSG101-PTAP inh,TCR act,BRCA1 expr up,p53 reactivator,a7 integrin act,ELG1 DNA repair
Cc1ccc(Sc2ccc(NC(=O)c3ccc(S(C)(=O)=O)cc3Cl)cc2)cc1,?,-0.1%,2%,4%,1%,0%,-37%,-1%,-20%,2%
Cc1cc(O)c(/C=N/Nc2ccc(Cl)cc2)c(=O)o1,-2,0.2%,6%,-6%,-8%,6%,-30%,3%,16%,21%
COc1cccc(-c2nnc(-c3ccc(C(F)(F)F)cc3)o2)c1OC,10,-0.1%,2%,6%,-5%,3%[46.1 µM],?,?,-12%,?
COc1cccc(C2C(=O)c3ccccc3C2=O)c1,1,-0.2%,15%,0%,-3%,4%,1%,2%,-20%,14%
CCCCOc1ccc(NC(=O)CSc2nnnn2C)cc1,3,·,0%,·,-6%,1%,64%,·,-7%,·
O=c1[nH][nH]cc1C=NCc1cccnc1,-3,0.0%,6%,4%,-3%,11%,-31%,0%,0%,7%
O=C(c1cc2nc(-c3ccc(Cl)cc3)cc(C(F)(F)F)n2n1)N1CCOCC1,0,-1.2%,-7%,-2%,-7%,2%,-7%,2%,3%,6%
COc1cccc(Nc2nc3ccc(OC)cc3s2)c1,28,0.1%,3%,8%,-5%,5%,4.5µM*,?,-8%,?
Cc1c(Cl)cccc1N(Cc1ccc(C(=O)O)cc1)S(=O)(=O)c1ccccc1,0,-0.2%,-5%,3%,-2%,-2%,11%,-5%,-4%,14%
Cc1cc(C)n(CC2CC(=O)N(c3ccc(Cl)c(Cl)c3)C2=O)n1 (centres undefined),-6,-0.3%,-4%,-4%,-3%,3%,17%,7%,9%,0%
O=C(N/N=C/c1cc([N+](=O)[O-])ccc1O)NC12CC3CC(CC(C3)C1)C2,-3,-0.8%,9%,-5%,-2%,0%[46.1 µM],-20%,?,0%,?
Cc1cc(C)cc(NS(=O)(=O)c2cc(C(=O)NCc3ccccn3)ccc2Cl)c1,-2,-0.5%,-2%,-2%,-3%,-1%[46.1 µM],-9%,-7%,-27%,-20%
CCOC(=O)c1[nH]c(C)c(C(=O)OCC(=O)NCc2ccc(OC)c(OC)c2)c1C,4,3.2%,·,1%,-7%,·,-33%,-11%,-6%,11µM*
COc1cc(C(=O)NCC2CCCN2S(=O)(=O)c2cccs2)cc(OC)c1OC (centres undefined),1,11%,·,-6%,-9%,0%,-6%,-14%,-10%,-6%
Cc1cccc(NC(=O)CSc2nnc(C)n2Cc2ccccc2)c1,-2,-0.2%,0%,4%,-4%,0%,-3%,-1%,2%,0%
COc1ccccc1N1CCN(C(=O)CCC(=O)O)CC1,-2,0.2%,0%,3%[11.5 µM],-1%,4%,23%,-1%,9%,2%
COC(=O)Cn1c(=O)c(C(=O)CCl)c(N)n(Cc2ccccc2)c1=O,1,-0.4%,-11%,-7%,0%,-6%,-57%,-14%,-7%,?
CC(C(=O)N1CCN(c2ccccc2F)CC1)c1ccc([N+](=O)[O-])cc1 (centres undefined),-7,-0.5%,-5%,-3%,-3%,-7%,-19%,2%,?,-13%
Cc1ccc(/C=N/n2c(C)n[nH]c2=S)o1,-4,-0.9%,1%,0%,-4%,-2%,-1%,8%,-4%,4%
COc1ccc(/C=C\c2nc(O)c([N+](=O)[O-])c(=O)[nH]2)cc1O,0,-0.1%,11%,-11%,1%,4%,25%,-2%,-1%,9%
COc1ccc(CNC(=O)C(C)N(C)Cc2cccc(F)c2)cc1 (centres undefined),22,-0.3%,15%,0%,1%,-2%,28%,-10%,4%,-10%
O=C(NCCc1ccncc1)C12CC3CC(CC(C3)C1)C2,23,-1.1%,-2%,·,-1%,1%,1%,-1%,12%[7.66 µM],0%
O=C(CNC(=O)c1ccco1)NCC(=O)OCc1ccc(Cl)cc1Cl,0,0.5%,15%,-1%,-1%,0%,16%,3%,-9%,-2%
CC1CCCC(C)N1S(=O)(=O)c1ccc(NC(=O)CNC2CCCC2)cc1 (centres undefined),8,-0.4%,-2%,6%,0%,-2%,-30%,-3%,-17%,3%
N=c1n(CCN2CCOCC2)c2ccccc2n1Cc1ccccc1Br,1,-0.2%,-1%,-7%,-2%,-3%,-34%,-32%[inhibitor],0%[7.66 µM],-12%
Cc1ccccc1N/N=C/c1ccc(N2CCOCC2)cc1,-1,-0.9%,13%,-2%,-1%,-13%,75%,9%,-31%,0%
CCCOc1ccc(C(=O)NC2CCSc3ccccc32)cc1 (centres undefined),10,-0.5%,22%,-2%,-3%,4%,-29%,-3%,0%,-4%
CC(C)c1nnc(NC(=O)C2CCCN2C(=O)Nc2ccc(F)cc2)s1 (centres undefined),-1,-0.6%,1%,0%,-4%,2%,0%,3%,?,7%
COC(=O)c1ccc(C23CC4(C2)[C@H](CN(C)[C@@H]4c2ccccc2)C3c2ccccc2)cc1 (some centres undefined),4,-0.3%,9%,19%,4%,0%,11%,0%,19%,0%
COC(=O)[C@]1(C)CCC[C@@]2(C)C3CC[C@]4(OC(C)=O)C[C@@]3(CCC21)CC4=O (some centres undefined),?,0.1%,·,-14%,·,-5%,7%,-13%,7%,?
NC(=O)C1(N2CCCCC2)CCN(c2nc(-c3ccccc3)cs2)CC1,?,-0.5%,0%,-7%,0%,11%,-46%,11%,-15%,?

Screening data (PubChem)
